# Compound activity: PubChem BioAssay, Broad Institute
# miR-122 sensor: inhibitors of miR-122 in Huh7 cells | activation (reporter increase), % at 12.5 µM | 0.3% of 340,000 active | Huh7 miR-122 Renilla luciferase sensor, 48 h; neutral wells = 0, positive control = 100;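 active = mean replicate activation score at least 90 and every replicate individually at or above 90; inconclusive = only one of the two criteria met; inactive = neither criterion met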;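 note: higher luciferase means less miR-122 activity so hits act as miR-122 inhibitors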
# PGC1a acetyl inh: modulators of PGC1a acetylation; U2OS PGC1a acetylation, AlphaScreen anti-acetyl-lysine; with virally co-expressed GCN5 acetyltransferase; inhibition, % at 15.6 µM; 0.17% of 350,000 active; AID 651687;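 active = every replicate shows inhibition of at least 40%; inconclusive = mean inhibition at least 40% but some replicate below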;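 note: 0% = neutral control wells and 100% = positive control wells; some results beyond the cut were filed as inactive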
# Statin myotox sup: suppressors of simvastatin-induced myotoxicity in C2C12 myotubes; ATP luminescence, 48 h; scaled: DMSO 0, geranylgeraniol control 100; rescue of ATP level, % at 7.49 µM; 0.78% of 330,000 active; AID 602340;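 active = mean ATP rescue above about 67%, or every replicate alone reaching that limit, limit read from the data, passing the limit was not always enough; inconclusive = no clear call, values can overlap the other calls; inactive = mean under the limit and some replicate under it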;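 note: myotubes were challenged with 10 µM simvastatin during compound exposure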
# PglD DTNB: PglD (C. jejuni) enzyme inhibition; purified PglD enzyme, DTNB colorimetric CoA detection; inhibition, % at 12.5 µM; 0.098% of 360,000 active; AID 602405; in the data active = inhibition above about 16%, passing the limit was not always enough; inconclusive = no clear call, values can overlap the other calls; note: strong numbers were not always called active
# INS-1E GSIS act: primary screen for activators of insulin secretion dependent on glucose, INS-1E cells, GLuc reporter luminescence | activation, % at 16.6 µM | 0.61% of 370,000 active | INS-1E GLuc reporter insulin secretion, 2-3 h;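 active = lowest replicate activation of at least 40%, so every replicate reaches that level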;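 note: 0% = median of neutral control wells and 100% = median of IBMX positive control wells; some compounds called inactive have numbers as strong as hits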
# FN deposition inh: fibronectin deposition inhibition | AH1F fibroblasts, Alexa488-fibronectin deposition fluorescence, overnight | inhibition, % at 12.6 µM | 0.086% of 350,000 active;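 active = mean inhibition across replicates of 30% or more, regardless of how many single replicates reach that level; inconclusive = mean under 30% yet at least half of replicates reach 30%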;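 note: positive control wells lacked labelled fibronectin entirely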
#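 Measured by – fluorescence 485/525 nm · System – AH1F fibroblast monolayer, labelled fibronectin deposition · Amount – 10000 cells per well · Buffer or medium – serum-reduced DMEM (2% serum) · Doses – single dose, pinned · Also added – fluorescent fibronectin at 24 nM final · Schedule – 1 h cell attachment, overnight exposure to compound and label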
# Cneo AK release: Cryptococcus neoformans lysis via adenylate kinase release; C. neoformans lysis, adenylate kinase release luminescence, 4 h; normalised: neutral wells 0, clomiphene wells 100; lysis activity, % at 15 µM; 0.2% of 360,000 active; AID 651654;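 active = mean lysis activity across replicates of at least 80%, whatever share of replicates individually reach that level; inactive = mean lysis activity below 80%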
#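 Material – log-phase Cryptococcus neoformans yeast cells · Input – 5 × 10^6 yeast cells/mL · Medium – fresh YPD growth medium · Doses – single compound concentration per well · Timing – static 4 h at 37 °C with compound, 1 h detection · Detection – adenylate kinase release luminescence · Read-out – signal increase indicating cell lysis · Control set – Clomiphene as positive lysis control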
# CFTR F508del cor: correctors of CFTR F508del function in bronchial epithelial cells. CFBE cells, YFP halide quenching; stimulated with forskolin plus potentiator P3; % fluorescence drop versus neutral controls. activity (quench increase), % at 7.58 µM. 0.36% of 350,000 active;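 active = mean added fluorescence quench of at least 8% versus neutral control, with both replicates also reaching 8%; inconclusive = only one of the mean or replicate conditions met; inactive = mean below 8% and not both replicates reaching 8%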;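 note: cells transiently co-express mutant CFTR-F508del with the halide-sensitive YFP; corrector assay measuring rescue of mutant channel to the surface after 24 h compound exposure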
# An asterisk follows results filed as active; ? = inconclusive; · = no result given; [ ] = dose if it differs, or a comment.
SMILES,miR-122 sensor,PGC1a acetyl inh,Statin myotox sup,PglD DTNB,INS-1E GSIS act,FN deposition inh,Cneo AK release,CFTR F508del cor
CN(C[C@@H]1[C@@H](c2ccccc2)[C@H](CO)N1CC1CC1)C(=O)c1cccc(F)c1,-17[16.7 µM],-2,-4,1,1,-3,0,3.1
CC(C)CCNC(=O)c1ccc2c(SCC(=O)O)c3c(nc2c1)CCC3,7,-9,-4,7,15,-8,8,1.0
CC1CCN(C(=O)c2ccc(COc3ccccc3Cl)o2)CC1,-5,9,·,0,-24,·,-10,·
CC(C)NC(=O)N1CC[C@@H]2[C@H]1c1cc(-c3cccc(F)c3)ccc1N(C)[C@@H]2CO,-3[16.7 µM],2,-1,2,4,8,-14,-0.9
Cc1cc(NC(=O)CSc2nc3ccccc3n2CCC#N)no1,-4,-24,·,·,1,-7,·,-1.9
CCN(CC)c1ccc(/C=C(/C#N)c2nc3ccccc3[nH]2)c(OC(C)C)c1,8,-6,-73,1,·,·,-5,·
CCCS(=O)(=O)N1CCCC(C(=O)NCCCOCC)C1 (stereo unspecified),1,10,11,0,·,·,5,·
CC(C)[C@H](NC(N)=O)C(=O)NCCc1ccc(Cl)cc1,·,3,·,·,2,1,·,-2.2
CCOC(=O)C1=C[C@@H](C(C)C)N(S(=O)(=O)c2ccc(C)cc2)[C@H]1c1ccc(C(C)C)cc1,-2,-19,11,5,4,-4,0,2.7
CCCCC(=O)Nc1ccc(Cl)cc1F,-8,6,-1,1,6,-9,-5,-0.3
C[C@H](NC(=O)C[C@@H]1C[C@H]2c3cc(NC(=O)NC4CCCCC4)ccc3O[C@H]2[C@H](CO)O1)c1ccccc1,0[16.7 µM],-1,-1,2,2,·,-1,1.7
O=C(CSc1nc2cc3c(cc2c(=O)n1CCC1=CCCCC1)OCO3)NCc1ccco1,-2,9,-94,-20,·,3,-2,·
O=C(CN1C2CCC1CC(NC(=O)Nc1ccccc1)C2)NCc1ccco1 (stereo unspecified),-7,2,6,0,·,3,-6,·
O=C(Nc1ccccc1Br)c1cc[n+]([O-])cc1,-1,2,0,·,22,7,·,-2.8
C[C@@H]1CN([C@H](C)CO)C(=O)c2cc(NC(=O)c3ccncc3)ccc2O[C@@H](C)CCCCO[C@H]1CN(C)C(=O)Nc1ccc(C(F)(F)F)cc1,-3[16.7 µM],-4,·,2,2,21,-15,0.0
CN(C)CC(=O)N[C@@H]1CC[C@@H](CCn2cc(CN(C)C)nn2)O[C@@H]1CO,·,7,1,-4,-5,·,3,-1.7
Cc1ccc(S(=O)(=O)N(C)CC(=O)OCc2nnc(-c3ccccc3)o2)cc1,-4,-24,-8,4,·,·,0,·
Cc1cc(C)n2[nH]c(=O)cc2n1,-4,0,-1,3,·,-1,-1,0.1
C[C@H]1CN([C@@H](C)CO)S(=O)(=O)c2ccc(C#Cc3ccncc3)cc2O[C@@H]1CN(C)S(=O)(=O)c1ccccc1,?,-16,-36,3,-43,·,-2,-3.2
Cc1noc(C)c1S(=O)(=O)N(C)C[C@@H]1Oc2ccc(NC(=O)CCCCCC(=O)Nc3ccccc3N)cc2CC(=O)N([C@H](C)CO)C[C@H]1C,·,-3,·,·,6,-11,·,0.7

# At a glance, some entries already given.
SMILES,miR-122 sensor,PGC1a acetyl inh,Statin myotox sup,PglD DTNB,INS-1E GSIS act,FN deposition inh,Cneo AK release,CFTR F508del cor
CC1CCN(C(=O)c2ccc(COc3ccccc3Cl)o2)CC1,-5,9,·,0,-24,·,-10,·
CC(C)NC(=O)N1CC[C@@H]2[C@H]1c1cc(-c3cccc(F)c3)ccc1N(C)[C@@H]2CO,-3[16.7 µM],2,-1,2,4,8,-14,-0.9
Cc1cc(NC(=O)CSc2nc3ccccc3n2CCC#N)no1,-4,-24,·,·,1,-7,·,-1.9
CCN(CC)c1ccc(/C=C(/C#N)c2nc3ccccc3[nH]2)c(OC(C)C)c1,8,-6,-73,1,·,·,-5,·

# Later entries.
SMILES,miR-122 sensor,PGC1a acetyl inh,Statin myotox sup,PglD DTNB,INS-1E GSIS act,FN deposition inh,Cneo AK release,CFTR F508del cor
C[C@H](CO)N1C[C@H](C)[C@H](CN(C)C(=O)Nc2ccc3c(c2)OCO3)Oc2ncc(/C=C/c3ccccc3)cc2C1=O,-11[16.7 µM],-8,27,-1,-45,9,-2,-1.0
CN1c2ccc(-c3cccc(F)c3)cc2[C@@H]2[C@@H](CCN2C(=O)c2ccncc2)[C@@H]1CO,3[16.7 µM],12,-3,-3,-1,-5,-16,5.3
CNC(=S)N1CCc2cc(OC)c(OC)cc2C1,·,7,-5,·,16,0,·,3.9
COc1cccc(NC(=O)n2nc(N)cc2-c2ccc(Cl)cc2)c1,1,·,5,4,25,-3,-4,2.2
COc1ccc(S(=O)(=O)n2ccc(-c3ccc(OCCN(C)c4ccccn4)cc3)n2)cc1,-4,-18,26,-4,·,-3,0,·
COc1cccc(-c2cc(C(=O)O)c3cc4ccccc4cc3n2)c1OC,-1,-5,-2,-2,-5,-8,-3,-0.7
COc1ccccc1-n1cc(CN2CCN(C3CCCCC3)C(CCO)C2)cn1 (stereo unspecified),-1,1,3,-15,1,1,-1,4.2
COc1ccc(CNC(=O)c2cc3ccccc3o2)cc1OC,9,-8,15,-3,-10,-4,-2,4.4
CCN1C(=O)C(CC(=O)Nc2ccc(OC)cc2)N(CCN2CCOCC2)C1=S (stereo unspecified),1,14,-6,1,-6,-6,6,-1.2
COc1cc(/C=C2\SC(=S)N(CCC(=O)NC3CCCC3)C2=O)cc(OC)c1OC,-5,9,-3,-1,13,-14,2,-0.4
COc1ccc(CCNC(=O)COc2cc(C)cc3oc(=O)cc(C)c23)cc1OC,0,-8,-25,5,5,-1,36,1.9
C/C=C/c1ccc([C@H]2[C@H](CO)N3CCCCN(S(=O)(=O)c4cccs4)C[C@@H]23)cc1,-25[16.7 µM],-1,·,4,-21,·,46,1.6
Cc1nnsc1NC(=O)OCc1ccc(C(F)(F)F)cc1,0,8,105*,-5,·,·,-1,·
CS(=O)(=O)N(CC(=O)NCc1ccco1)c1ccccc1Cl,-2,15,·,1,·,·,3,·
Cn1c([N+](=O)[O-])cnc1COC(N)=O,-4,·,-2,-4,·,3,0,-3.6
O=C(O)CN1C(=O)C(=O)N(Cc2ccc(Cl)cc2Cl)C1=O,-11,4,-8,-8,2,-3,2,1.4
O=c1cc(N2CCCCC2)nc2n1CCCS2,-15,10,3,4,-2,·,1,·
Cc1ccc(S(=O)(=O)N2CCN(C(=O)N3CCOCC3)C2C(C)C)cc1 (stereo unspecified),5,-5,-3,9,·,5,1,·
Cc1noc(C)c1S(=O)(=O)Nc1ccc2c(c1)CC(=O)N([C@@H](C)CO)C[C@@H](C)[C@H](CN(C)S(=O)(=O)c1cccs1)O2,-6[16.7 µM],9,-5,-2,14,-5,-3,2.5
O=C(NNC(=S)Nc1ccccc1)c1ccco1,0,-12,-5,-1,·,·,0,·

# Reprinted at random: 2 compounds from above, in no set order.
SMILES,miR-122 sensor,PGC1a acetyl inh,Statin myotox sup,PglD DTNB,INS-1E GSIS act,FN deposition inh,Cneo AK release,CFTR F508del cor
COc1cccc(NC(=O)n2nc(N)cc2-c2ccc(Cl)cc2)c1,1,·,5,4,25,-3,-4,2.2
CCCS(=O)(=O)N1CCCC(C(=O)NCCCOCC)C1 (stereo unspecified),1,10,11,0,·,·,5,·

# Record cards, from the list above. Screens in order: miR-122 sensor, PGC1a acetyl inh, Statin myotox sup, PglD DTNB, INS-1E GSIS act, FN deposition inh, Cneo AK release, CFTR F508del cor
# O=C(Nc1ccccc1Br)c1cc[n+]([O-])cc1 across the screens: -1, 2, 0, ·, 22, 7, ·, -2.8
# CCCS(=O)(=O)N1CCCC(C(=O)NCCCOCC)C1 (stereo unspecified) across the screens: 1, 10, 11, 0, ·, ·, 5, ·
# Cc1cc(NC(=O)CSc2nc3ccccc3n2CCC#N)no1 across the screens: -4, -24, ·, ·, 1, -7, ·, -1.9
# Cc1nnsc1NC(=O)OCc1ccc(C(F)(F)F)cc1 across the screens: 0, 8, 105*, -5, ·, ·, -1, ·

# Later entries.
SMILES,miR-122 sensor,PGC1a acetyl inh,Statin myotox sup,PglD DTNB,INS-1E GSIS act,FN deposition inh,Cneo AK release,CFTR F508del cor
COc1cc(F)ccc1S(=O)(=O)n1c(C)nc2ccccc21,-7,·,8,3,-8,1,0,-3.6
O=C(Nc1ccc(F)c(Cl)c1)c1ccc2sc([C@H]3C[C@H](O)[C@@H](CO)O3)nc2c1,-13,-9,-27,3,·,2,-3,2.7
Cc1cc(C)n(Cc2ccc(Cl)nc2)n1,1,10,-3,-1,11,0,-1,-2.3
O=C(Nc1nnc(S(=O)(=O)N2CCCC2)s1)c1ccccc1Br,-1,3,-1,-4,0,3,-1,2.2
CCCN(C)C[C@@H]1Oc2ncc(-c3ccccc3OC)cc2C(=O)N([C@H](C)CO)C[C@@H]1C,8[16.7 µM],0,-3,0,-7,6,1,1.8
COc1cc(OC)c(NC2c3ccccc3C(=O)N2c2cc(C)ccn2)cc1Cl (stereo unspecified),1,-10,41,2,·,0,-1,0.2
CC1CCN(c2c(NCC3CCC(C(=O)NCc4ccccc4Cl)CC3)c(=O)c2=O)CC1 (stereo unspecified),2,-14,8,-2,-10,-5,-7,-1.6
CCCCn1cnc2c(oc3nc4c(cc32)CCCC4)c1=O,-1,7,-13,3,20,3,-4,-1.9
COc1ccc(CN(CC2CCC(C(=O)O)CC2)C(=S)Nc2cc(Cl)ccc2OC)cc1 (stereo unspecified),·,6,·,·,-4,5,·,6.0
CCc1ccc(NC(=O)CO/N=C(\C)c2cc3ccccc3o2)cc1,-2,-11,·,·,-7,-7,0,3.8
O=C(Nc1cc2c(cc1Cl)OCCCO2)c1ccccc1,-1,5,·,2,·,·,3,·
